LMP1 NFkB inh = Epstein-Barr LMP1 NF-kappaB reporter inhibition; inhibition, % at 12.5 µM; 350,000 compounds, 0.69% hits; LMP1-induced NF-kappaB luciferase reporter cells, luminescence; in the data active means inhibition above about 41%;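 further: 0% = neutral control wells and 100% = reference inhibitor control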
SRC2 inh = inhibits human steroid receptor coactivator 2 | Q15596 | HEK293 GAL4-SRC2 luciferase reporter, luminescence | inhibition, % at 9 µM | 370,000 compounds, 0.17% hits | AID 651957;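 active means inhibition above the mean inhibition of all tested compounds plus 3 SD, set per campaign, cut at about 52% in these data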;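 further: 0% = DMSO treated cells and 100% = cells given Gossypol at 36 µM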
NR2F2 inh = inhibitors of human COUP-TFII (NR2F2); HEK293T NGFI-A luciferase reporter, luminescence; inhibition, % at 8.6 µM; 370,000 compounds, 0.7% hits; AID 686940;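 active means inhibition above a per-plate cutoff, mean inhibition of test wells between control levels plus 3 SD, cut at about 38% in these data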;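 further: cells cotransfected with COUP-TFII expression vector driving the NGFI-A reporter; 0% = median of COUP-TF2 test wells and 100% = reporter-only cells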
NCOA1 inh = human NCOA1 inhibition. Q15788. 360,000 compounds, 0.12% hits. inhibition, % at 3.6 µM. HEK293 GAL4-SRC1 luciferase reporter, luminescence;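 active means inhibition above the campaign mean plus 3 SD, with each screening campaign given its own cutoff, cut at about 60% in these data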;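 further: 0% = DMSO treated cells and 100% = gossypol at 36 µM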
Target sequence (Q15788 whole entry, looked up, the tested form may be a part): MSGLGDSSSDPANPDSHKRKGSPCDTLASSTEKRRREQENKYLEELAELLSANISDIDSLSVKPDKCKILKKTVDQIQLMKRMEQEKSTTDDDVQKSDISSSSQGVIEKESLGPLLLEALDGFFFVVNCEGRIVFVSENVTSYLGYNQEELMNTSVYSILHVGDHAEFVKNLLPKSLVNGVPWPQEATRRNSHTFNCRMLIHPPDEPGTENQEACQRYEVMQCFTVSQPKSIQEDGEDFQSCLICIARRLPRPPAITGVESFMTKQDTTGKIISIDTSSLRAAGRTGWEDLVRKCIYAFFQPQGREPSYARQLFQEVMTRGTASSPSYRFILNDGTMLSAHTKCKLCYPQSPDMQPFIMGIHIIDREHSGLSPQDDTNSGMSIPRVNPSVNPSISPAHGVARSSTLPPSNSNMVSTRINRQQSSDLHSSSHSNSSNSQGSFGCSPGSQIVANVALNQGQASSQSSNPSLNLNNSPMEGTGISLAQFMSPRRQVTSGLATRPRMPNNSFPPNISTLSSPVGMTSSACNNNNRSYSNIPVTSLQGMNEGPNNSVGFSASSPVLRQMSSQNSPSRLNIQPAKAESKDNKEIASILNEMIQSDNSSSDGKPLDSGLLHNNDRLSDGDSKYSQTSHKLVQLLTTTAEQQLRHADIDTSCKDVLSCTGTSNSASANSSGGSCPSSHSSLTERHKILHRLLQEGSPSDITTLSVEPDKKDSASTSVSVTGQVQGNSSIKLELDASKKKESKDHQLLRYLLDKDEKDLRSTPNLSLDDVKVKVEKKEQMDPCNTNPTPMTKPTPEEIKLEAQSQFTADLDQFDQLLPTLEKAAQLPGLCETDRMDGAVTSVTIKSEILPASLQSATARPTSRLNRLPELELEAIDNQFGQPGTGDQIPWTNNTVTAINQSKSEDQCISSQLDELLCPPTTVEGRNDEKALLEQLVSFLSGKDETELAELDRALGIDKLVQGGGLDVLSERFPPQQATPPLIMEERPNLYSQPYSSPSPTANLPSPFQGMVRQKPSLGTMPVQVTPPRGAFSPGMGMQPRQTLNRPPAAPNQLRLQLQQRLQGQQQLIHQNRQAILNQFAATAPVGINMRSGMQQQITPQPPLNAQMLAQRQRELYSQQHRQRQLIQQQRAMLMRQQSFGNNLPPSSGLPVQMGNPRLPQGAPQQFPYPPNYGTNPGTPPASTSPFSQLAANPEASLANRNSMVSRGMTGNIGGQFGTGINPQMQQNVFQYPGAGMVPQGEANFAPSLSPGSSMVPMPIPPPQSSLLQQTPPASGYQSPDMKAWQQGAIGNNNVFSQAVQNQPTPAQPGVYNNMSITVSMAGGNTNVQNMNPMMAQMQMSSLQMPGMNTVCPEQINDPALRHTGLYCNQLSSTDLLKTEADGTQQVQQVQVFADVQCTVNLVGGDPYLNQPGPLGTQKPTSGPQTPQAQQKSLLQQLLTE
NOD2 RIPK2 PPI = inhibitors of human NOD2-RIPK2 interaction | O43353 | CHO BLA complementation NOD2-RIPK2, CCF4 ratio | inhibition, % at 4.98 µM | 360,000 compounds, 0.38% hits; in the data active means inhibition above about 21%;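 further: 0% = vehicle only and 100% = reference blocker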
TRAIL sens C8 = sensitizes caspase-8 expressing cells to TRAIL; AID 624354; 360,000 compounds, 1% hits; inhibition (viability loss, TRAIL sensitization), % at 10 µM; NB7+C8 cells + TRAIL, ATPlite viability luminescence;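 active means compounds causing at least 50% loss of cell viability in the single-dose screen, relative to plate controls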
TWEAK Fn14 block = inhibitors of TWEAK-Fn14 interaction signaling; TWEAK-stimulated Fn14 reporter cells, luciferase luminescence, 8 h; inhibition, % at 10 µM; 360,000 compounds, 2% hits; in the data active means inhibition above about 50%
TLR9-MyD88 block = inhibitors of human TLR9-MyD88 binding. CHO BLA complementation TLR9-MyD88, CCF4 FRET ratio. 340,000 compounds, 0.21% hits. Q9NR96+Q99836. inhibition, % at 4.98 µM;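 active means inhibition above the mean over all tested compounds plus 3 SD, cut at about 21% in these data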;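 further: 0% = DMSO only wells and 100% = clavulanate BLA inhibitor control wells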
NCOA3 inh = human NCOA3 inhibition | Q9Y6Q9 | HEK293 GAL4-SRC3 luciferase reporter, luminescence | inhibition, % at 3.6 µM | 360,000 compounds, 0.17% hits | AID 588352;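 active means inhibition above a per-campaign cutoff, the mean of all compounds plus 3 SD, cut at about 60% in these data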;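 further: 0% = DMSO-treated cells and 100% = gossypol-treated cells at 36 µM; higher means less SRC3-driven luciferase light from the GAL4 reporter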
NR5A2 inv ag = suppresses constitutive activity of human LRH-1; 360,000 compounds, 0.13% hits; inhibition, % at 3.6 µM; O00482; AID 602396; HEK293T StAR-luciferase reporter, LRH-1 transfected, 24 h;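 active means inhibition above the mean inhibition of all tested compounds plus 3 SD, cut at about 73% in these data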;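 further: 0% = DMSO wells and 100% = reporter-only cells lacking LRH-1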
TROY NFkB inh = blocks TROY-dependent signaling in reporter cells; Q293 LMP1-TROYcd NF-kB luciferase reporter, 4 h; 360,000 compounds, 0.98% hits; inhibition, % at 10 µM;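 active means compounds whose plate-normalised and pattern-corrected inhibition of the luciferase reporter signal at the single screening dose is 50% or more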
* hit, by the source's call; . = no result given. Only part of the results is shown. The share of hits here may be higher or lower than overall.

SMILES	LMP1 NFkB inh	SRC2 inh	NR2F2 inh	NCOA1 inh	NOD2 RIPK2 PPI	TRAIL sens C8	TWEAK Fn14 block	TLR9-MyD88 block	NCOA3 inh	NR5A2 inv ag	TROY NFkB inh
Clc1cccc(-c2nc3ccc(Cl)cn3c2Cc2ccccc2)c1	.	-42	-27	-42	-15	-4	-12	.	-29	-38	-26
CCC(=O)c1cn(CC(=O)Nc2cccc(OC)c2)c2ccccc12	-1	14	18	7	-10	1	-1	-13	18	14	11
Cc1nonc1CC(=O)N1CCCC(C(=O)c2cccc(C(F)(F)F)c2)C1 (centres undefined)	0	-15	-2	14	0	-2	3	2	0	-1	-14
COc1ccc(C(=O)c2nc3c(n2O)CCCCC3)cc1	-10	14	-8	-60	-9	9	-5	12	3	-4	-44
CCO[C@@H]1OC(C(=O)Nc2ccccc2)=C[C@H](c2csc3ccccc23)[C@H]1CCCO	-3	14	-10	4	4	11	2	2	25	-22	9
COCCn1c(C)cc(C(=O)COC(=O)c2ccc3ncsc3c2)c1C	-14	-48	-56	-62	-5	4	0	0	-65	-54	-9
Cc1nc([N+](=O)[O-])c(Br)n1CC(=O)c1ccc(F)cc1	10	10	-8	9	6	-8	31	6	22	13	24
O=C(CN1CCS(=O)(=O)CC1)NNC(=O)C1CCCCC1	-1	-11	21	4	-3	-4	16	4	12	0	-1
N#Cc1ccc(S(=O)(=O)N2CCC(N3CCCCC3)CC2)cc1	-17	-8	5	-25	-12	5	12	0	-7	9	-26
O=C(CSc1nc2ccccc2o1)Nc1nc(-c2ccccc2)cs1	-5	-9	7	5	-2	-6	84*	2	26	0	80*
Cc1ccccc1Nc1nnc(SCC(=O)NC(=O)NCc2ccco2)s1	11	0	-5	2	0	-1	-7	3	-3	-4	6
CS(=O)(=O)N1CCC(C(=O)Nc2ccc(C(F)(F)F)cc2)CC1	-3	4	1	2	-5	2	0	12	8	-7	-11
COCc1c(C(=O)N/N=C\c2cccs2)nnn1-c1nonc1N	-4	-5	-10	-18	2	-1	17	-10	-2	2	16
COCCCN(C(=O)c1ccccc1)c1nc(-c2ccc(OC)cc2)cs1	-15	2	5	12	5	0	-18	-5	10	-31	1
Cc1nc2ccc(NC(=O)N3CCC(c4ccccc4)C3)cc2nc1C (centres undefined)	-8	15	16	2	1	2	1	2	4	-26	.
O=C(CN(c1cc(Cl)ccc1Cl)S(=O)(=O)c1ccccc1)N1CCOCC1	-4	8	-13	-9	-4	2	-2	-3	11	-18	-11
COc1ccc(CN(C)CC(O)COc2ccc(C(=O)c3ccccc3)cc2)c(OC)c1OC (centres undefined)	-2	-16	20	11	-7	28	-12	0	10	19	-20
Cc1cc(C)c(-c2csc(NC(=O)COC(=O)c3ccc4c(c3)OCO4)n2)c(C)c1	-5	18	9	-16	-5	-1	-11	3	8	3	25
C/C(Cl)=C\Cn1c(N2CCCC2)nc2c1c(=O)[nH]c(=O)n2C	-10	-18	7	0	0	2	-3	-3	6	-1	12
Clc1ccc(Nc2nc(C3CC3)cs2)cc1	-41	-46	-8	-52	-4	-9	-25	-1	-66	-33	-40

The final 2 entries of the part above are carried over, then new ones follow:
SMILES	LMP1 NFkB inh	SRC2 inh	NR2F2 inh	NCOA1 inh	NOD2 RIPK2 PPI	TRAIL sens C8	TWEAK Fn14 block	TLR9-MyD88 block	NCOA3 inh	NR5A2 inv ag	TROY NFkB inh
C/C(Cl)=C\Cn1c(N2CCCC2)nc2c1c(=O)[nH]c(=O)n2C	-10	-18	7	0	0	2	-3	-3	6	-1	12
Clc1ccc(Nc2nc(C3CC3)cs2)cc1	-41	-46	-8	-52	-4	-9	-25	-1	-66	-33	-40
Cc1ccc(NC(=O)C/C(N)=N/OC(=O)Nc2cccc(Cl)c2)cc1	-7	-20	-5	-15	0	16	-17	4	11	17	-32
COC(=O)c1cc(NC(=O)c2ccccc2F)cc(C(=O)OC)c1	2	-5	-6	-4	-12	-12	11	7	8	25	6
Cc1cc(C)n2nc(C(=O)N3CCCC(CNS(=O)(=O)c4cccs4)C3)cc2n1 (centres undefined)	1	-25	12	10	5	-8	-19	3	11	2	4
COc1ccc(NC(=O)c2[nH]c(C)c(C(C)=O)c2C)cc1Cl	-23	-23	-17	2	1	3	12	11	-21	-8	-28
Cc1cc([N+](=O)[O-])ccc1NCc1cccc([N+](=O)[O-])c1	5	24	10	9	0	1	26	-2	0	16	-14
CN(C)S(=O)(=O)c1ccc(C(=O)NCCSc2ccc(Br)cc2)cc1	-7	8	18	-16	-8	27	-11	3	13	-8	-16
COc1ccc(S(=O)(=O)N2CCN(C)CC2)cc1NC(=O)c1ccccc1F	-5	-7	27	-7	4	-18	-5	-4	-1	7	8
COc1cccc(CC(=O)Nn2c(C)nc3ccccc3c2=O)c1	-6	7	4	17	-6	9	11	-4	10	5	11
CC(=O)Nc1ccc(S(=O)(=O)C(C#N)c2nc3ccccc3nc2NCCO)cc1 (centres undefined)	3	10	-8	10	-13	-14	-6	4	0	-8	11
O=C(C1CCN(S(=O)(=O)Cc2ccccc2)CC1)N1CCCc2ccccc21	-45	-13	11	-9	-1	-7	11	3	15	2	-54
CCOC(=O)N1CCN(C(=O)C[C@@H]2C[C@@]3(C(=O)OC)CCCCC=C3N(Cc3ccco3)C2=O)CC1	.	-28	9	.	8	28	15	.	.	5	-10
CNS(=O)(=O)c1cccc(C(=O)NCC2(N3CCOCC3)CCCCC2)c1	-4	15	25	-12	3	7	-28	-7	13	-6	-9
O=c1c(-c2ccccc2)coc2c(CN3CCCC3)c(O)ccc12	-17	0	-13	8	-2	-2	16	-4	-12	3	-5
O=c1[nH]c2nc(Cl)nc(Cl)c2[nH]1	5	19	5	-6	-1	-4	-5	-2	1	2	-4
Cc1ccc(C)n1-c1ccc(C(=O)NC2CCN(Cc3ccccc3)CC2)cc1	-28	11	5	-6	-5	19	22	6	12	2	-15
CCOc1ccc(NC(=O)CNC(=O)COc2ccccc2)cc1	-9	-35	-3	-9	0	-7	-1	-4	-14	-20	-17
COC(=O)C1CSC(C(=O)OC)N1C(=O)Nc1c(C)cccc1C (centres undefined)	8	6	-9	-1	-4	3	-9	3	1	5	-2
Cc1ccc(C(=O)CSc2nnc(-c3ccco3)n2Cc2ccccc2)cc1	-14	-23	-28	-33	10	-9	-8	2	-11	12	-68
Cc1cc([N+](=O)[O-])nn1CC(=O)NCCCn1ccnc1	-28	0	2	-5	-20	-4	0	-9	8	-6	4
Cc1ccc(OC(F)F)c(NC(=O)Nc2ccc3c(c2)OCO3)c1	-10	-9	7	21	-3	-9	-2	7	-4	-15	-8
O=C(O)CC(C(=O)O)c1ccc(OCCCCOc2ccc(C(CC(=O)O)C(=O)O)cc2)cc1 (centres undefined)	1	0	-3	6	-7	2	-14	-2	-4	7	-3
O=C(Nc1ccc(Cl)cn1)c1ccc(-c2cc(Cl)ccc2Cl)o1	3	-10	-8	-7	-1	-5	-20	3	21	-24	-10
Cc1csc(SCC(=O)NC2CCCCC2)n1	-7	-23	-3	-11	-10	1	-4	6	12	2	-13
CCCCOC(=O)c1ccc(NC(=S)NC(=O)c2ccco2)cc1	-2	-38	16	-11	-1	13	-11	-5	20	-19	-24
COc1ccc(C(=O)Cn2c(NCCCO)nc3ccccc32)cc1	2	13	-6	10	6	-6	9	-1	-5	8	0
CCc1ccc(N2CC(C(=O)Nc3cc(C)ccc3F)CC2=O)cc1 (centres undefined)	2	-13	9	-6	-6	-15	-1	9	-6	19	-6
COc1ccccc1NS(=O)(=O)c1cccc(C(=O)NCC(c2cccs2)N(C)C)c1 (centres undefined)	0	13	-9	2	-8	2	-5	4	-3	-7	-4
CSc1nc(C)cc(SC(C(C)=O)C(=O)Nc2ccccc2)n1 (centres undefined)	2	-7	10	3	-6	-7	-29	0	-41	16	-62
O=C(COC(=O)c1ccccc1-n1cnnn1)c1ccc(Br)cc1	2	6	-3	2	-11	0	72*	0	9	-17	62*
Cc1c(NC(=O)CN2C(=O)c3ccc([N+](=O)[O-])cc3C2=O)c(=O)n(-c2ccccc2)n1C	1	10	-3	11	0	-8	-9	6	12	-13	-16
COC(=O)c1ccc(NC(=O)C(=O)N2CCN(C(=S)Nc3ccccc3OC)CC2)cc1	-1	5	18	-8	-3	-6	16	5	11	20	-8
COC(=O)c1ccc(N2C(c3ccsc3)=Cc3cc4c(cc3C2CC(=O)c2ccco2)OCO4)cc1 (centres undefined)	.	23	43*	.	-8	-3	17	.	.	28	-4
COC(=O)C1=C(C)NC(=O)NC1c1ccsc1 (centres undefined)	-2	5	12	2	7	-7	-5	-10	-28	-6	2
Cc1ccccc1NC(=S)N1CCC(C(=O)c2ccc(F)cc2)CC1	5	18	4	1	-6	-1	-15	9	23	6	-9
N/C(=N\c1nc2ccccc2o1)NC(=O)c1cccc(Cl)c1	.	7	-21	-4	-21	7	8	.	13	-12	-36
Cc1ccc(-n2c(-c3ccccc3)nnc2-c2cccs2)cc1	-2	10	2	-4	-13	8	-6	5	22	12	12
Cc1occc1-c1nnc(SCC(=O)N2CCCCC2C)o1 (centres undefined)	-20	-26	-6	-12	-7	-3	-2	-4	6	-2	-2
Cc1cc(OCC(=O)N[C@@H](CSCc2ccccc2)C(=O)O)c2c(C)c(C)c(=O)oc2c1	-2	-3	1	5	4	-7	-1	-8	12	20	6
COc1ccc(CCC(=O)NCCc2cn3c(C)csc3n2)cc1	-15	-11	4	-6	0	3	5	4	-23	9	-7
CCOC(=O)N1CCN(C(=O)c2ccc(N(C)S(C)(=O)=O)cc2)CC1	3	7	-7	-31	2	-21	-14	7	19	12	-22
Cc1ccccc1N1C(=O)CC(Sc2nnc(-c3ccccc3)o2)C1=O (centres undefined)	-5	-10	0	3	43*	-8	-5	-5	-4	-6	2
CC1(C)C2CCC1(CS(=O)(=O)NCc1ccc(S(N)(=O)=O)cc1)C(=O)C2 (centres undefined)	1	7	5	-8	1	-6	9	-3	-6	-11	9
O=C(CSc1nnc2n1CCCN2C(=S)Nc1ccc(Cl)cc1)c1ccccc1	-6	-17	-27	-45	-3	3	-25	-1	-6	-33	-13
CSCCC(NC(=O)c1cccc(C)c1)C(=O)OCC(=O)NC(=O)c1cccn1C (centres undefined)	-5	-21	4	-4	-12	3	10	-1	-26	19	-21
CCn1c(COc2ccc3c(c2)OCO3)nnc1SCC(=O)c1ccccc1	5	-22	3	0	-2	-13	20	-12	-19	7	.
COC(=O)[C@]1(Cc2ccccc2)N[C@H](CN(C)C(=O)c2ccccc2)[C@@H]2C(=O)N(Cc3ccccc3)C(=O)[C@@H]21	0	-26	-4	-14	-1	-6	0	-28	-4	-22	4
COC(=O)c1ccccc1NC(=O)CCCn1nc([N+](=O)[O-])c(Br)c1C	6	10	9	13	-1	12	4	8	-8	0	-6
CN1C(=O)C(C)(C)c2cc(S(=O)(=O)NCC3CCC(C(=O)NCc4ccc(F)cc4)CC3)ccc21 (centres undefined)	3	3	1	12	-2	23	3	-2	-6	3	-8
CCCCN(C)CCC(=O)Nc1ccc(OC)cc1OC	19	-4	-3	-4	-2	2	4	-2	9	6	-10
